Screens from PubChem.
DT40 TDP1 no CPT: qHTS for Inhibitors of human tyrosyl-DNA phosphodiesterase 1 (TDP1): qHTS in cells in absence of CPT. DT40 Tdp1-/- hTDP1 cells, no CPT, ATP luminescence, 48 h. Potency, µM (highest dose often 46.2 µM), for the others: at the highest dose activity change, negative = growth inhibition, actives largely listed as inhibitors. 15% of 420,000 active. AID 686978, 2013; also: nearly all actives have a fitted effect of over 55% in size
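Compound effects on proliferation are scored in DT40 Tdp1-/-;hTDP1 cells in the absence of CPT. ATP levels (CellTiter-Glo luminescence) are recorded after a ≥48 hr, 37 °C incubation.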
GCN5L2 inh: GCN5L2 (KAT2A) acetyltransferase inhibition | 0.21% of 390,000 active | AID 504327 | GCN5L2 HAT assay, ThioGlo1 CoA-SH fluorescence | Q92830 | Potency, µM (top dose mostly 58.9 µM), without a hit: top-dose activity change, negative = inhibition, usual class: inhibitors
Target sequence (Q92830 whole entry, looked up): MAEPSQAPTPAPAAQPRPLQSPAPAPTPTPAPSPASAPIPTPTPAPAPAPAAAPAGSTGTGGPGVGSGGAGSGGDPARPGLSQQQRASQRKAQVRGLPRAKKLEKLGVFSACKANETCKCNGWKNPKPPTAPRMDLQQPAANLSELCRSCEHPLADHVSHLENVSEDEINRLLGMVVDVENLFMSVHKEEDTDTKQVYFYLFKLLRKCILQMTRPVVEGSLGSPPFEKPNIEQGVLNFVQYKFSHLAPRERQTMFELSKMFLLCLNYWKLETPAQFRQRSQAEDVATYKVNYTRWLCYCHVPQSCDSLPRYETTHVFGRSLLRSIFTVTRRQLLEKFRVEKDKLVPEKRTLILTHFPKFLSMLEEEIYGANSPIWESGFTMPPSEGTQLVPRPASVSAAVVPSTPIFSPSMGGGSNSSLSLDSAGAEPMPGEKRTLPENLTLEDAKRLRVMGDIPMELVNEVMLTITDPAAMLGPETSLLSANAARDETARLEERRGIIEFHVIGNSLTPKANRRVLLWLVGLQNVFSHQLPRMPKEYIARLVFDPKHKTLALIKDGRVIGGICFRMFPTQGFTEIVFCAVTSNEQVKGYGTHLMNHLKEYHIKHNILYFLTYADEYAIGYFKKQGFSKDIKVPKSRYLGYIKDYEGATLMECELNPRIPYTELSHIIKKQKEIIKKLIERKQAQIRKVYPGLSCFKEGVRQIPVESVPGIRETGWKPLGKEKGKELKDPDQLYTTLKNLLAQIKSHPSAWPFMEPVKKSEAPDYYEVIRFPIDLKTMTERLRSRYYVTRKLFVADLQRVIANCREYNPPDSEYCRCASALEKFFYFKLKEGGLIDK
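Compounds, pin-transferred from DMSO stocks, meet 20nM GCN5L2 for 15 min before the reaction begins with H3(1-25) peptide (75uM) and acetyl-CoA (70uM). Thiol-reactive ThioGlo1 reports CoA release over 20 min at room temperature.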
DT40 TDP1 CPT: growth inhibition of DT40 Tdp1-/-;hTDP1 cells with camptothecin (screen for TDP1 inhibitors) | chicken DT40 Tdp1-/-;hTDP1 cells + 20 nM CPT, ATP luminescence, 48 h | Potency, µM (highest dose often 46.2 µM), without a hit: top-dose activity change, negative = growth inhibition, most hits filed as inhibitors | 12% of 420,000 active | AID 686979; also: nearly all actives have a fitted effect of over 55% in size
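Chicken DT40 Tdp1-/- cells complemented with human TDP1, 400 cells/well, exposed to compounds plus 20 nM camptothecin for at least 48 h at 37 C; viability read as ATP content by CellTiter-Glo luminescence.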
Numbers without * were called inactive; ? = inconclusive; · = no result given; & = joins results of further samples. Calls follow the shape of the dose curve; as a rule, active = well fitted curve in the direction sought with a large enough effect; inconclusive = small, poorly fitted or top-dose-only effect, or another doubt; inactive = no such curve, though single readings can be large; an effect the other way counts as inactive or inconclusive. % is scaled to controls: 0 for no effect and ±100 for the full control effect; potency is read from the fitted curve at half-maximal effect.

1. COc1ccc(N2CCN(S(=O)(=O)CCNC(=O)C3CC(=O)N(c4ccccc4)C3)CC2)cc1 (stereo not given)
2. Cc1cc(NC(=O)CC(C)(C)C)nc2c1c(=O)oc1ccccc12
3. COCC(C)OC(=O)c1c(N)n(-c2ccc(OC)c(OC)c2)c2nc3ccccc3nc12 (stereo not given)
4. Cc1noc(C)c1C(=O)OC(C)C(=O)c1ccc(C(C)(C)C)cc1 (stereo not given)
5. CC[C@@]1(C(=O)OC)N[C@H](CN(C)S(=O)(=O)c2ccc(F)cc2)[C@@H]2C(=O)N(C)C(=O)[C@@H]21
6. O=C(Cn1nc(-c2ccccc2)c2ccccc2c1=O)Nc1ccc(O)cc1
7. Cc1ccc(-c2nc3c4ccccc4ccn3c2CN2CCCCC2)cc1
8. COc1ccc(S(=O)(=O)N2CCOCC2)cc1C(=O)N1CCCC1
9. Cc1ccc(CN2C(=O)CCC2C(=O)NCc2ccccc2Cl)cc1 (stereo not given)
10. CCOc1ccc(S(=O)(=O)N2CCC(C(=O)Nc3ccc(C)c(S(=O)(=O)N4CCOCC4)c3)CC2)cc1

Screen / compound no.	1	2	3	4	5	6	7	8	9	10
DT40 TDP1 no CPT	0%&-20%	-28%	-10%	-26%	-9%	-3%	23µM*	0%	7%	?
GCN5L2 inh	-4%&-1%	-3%	0%	·	-1%	-4%	-9%	-2%	0%	·
DT40 TDP1 CPT	?	-10%	-3%	-14%	-12%	-4%	23µM*	1%	-5%	?

Of the compounds above, 2 have a halogen.
5. CC[C@@]1(C(=O)OC)N[C@H](CN(C)S(=O)(=O)c2ccc(F)cc2)[C@@H]2C(=O)N(C)C(=O)[C@@H]21
9. Cc1ccc(CN2C(=O)CCC2C(=O)NCc2ccccc2Cl)cc1 (stereo not given)

Screen / compound no.	5	9
DT40 TDP1 no CPT	-9%	7%
GCN5L2 inh	-1%	0%
DT40 TDP1 CPT	-12%	-5%

Continued:
11. Cc1ccc(NC(=O)CN2CCC3(O)CCCCC3C2c2ccc3c(c2)OCO3)c(C)c1 (stereo not given)
12. OCC1OC(n2cnc3c(NO)ncnc32)C(O)C1O (stereo not given)
13. CN(C)c1cc(-c2cccc([N+](=O)[O-])c2)oc(=O)c1Cl
14. CCOC(=O)c1c(NC(=O)/C=C/c2ccc(C)cc2)sc2c1CCCC2
15. CCc1ccc(C2CC(=O)c3c([nH]c(C(=O)OCc4ccc(C)cc4)c3C)C2)cc1 (stereo not given)
16. C=CCn1c(SCC(=O)NC(=O)Cc2ccccc2)nnc1-c1ccccc1F
17. CCOc1ccc2nc(N3CCCC(C(=O)NCCc4ccc(SC)cc4)C3)sc2c1 (stereo not given)
18. Cc1onc(-c2c(Cl)cccc2Cl)c1C(=O)N=C(N)N1CC(C)OC(C)C1 (stereo not given)
19. C=CCn1cccc(C(=O)Nc2ccc(OC)c(Cl)c2)c1=O
20. O=C(/C=C/Sc1ncn[nH]1)c1ccc(Cl)cc1

Screen / compound no.	11	12	13	14	15	16	17	18	19	20
DT40 TDP1 no CPT	?	5µM*	-11%	-3%	7.3µM*	-18%	?	?	?	2.6µM*
GCN5L2 inh	-8%	·	-15%	-10%	-4%	-2%	-6%	1%	-18%	6%
DT40 TDP1 CPT	?	0.89µM*	4%	17%	6.5µM*	-2%	-24%	-1%	6%	2.3µM*

21. C=C(C)Cn1c(=O)c2c(nc3n2CCN3c2cc(C)cc(C)c2)n(C)c1=O
22. Cc1ccc(O)c(C(=O)c2cc(C#N)c(=O)n(C(C)c3ccccc3)c2)c1 (stereo not given)
23. COc1ccc(OC)c(C(C(=O)NCc2ccco2)N(C(=O)Cn2nnc3ccccc32)C2CC2)c1 (stereo not given)
24. COc1ccc(S(=O)(=O)n2nc(C)c(S(=O)(=O)N3CCC(C)CC3)c2C)cc1OC
25. CCSC(N)=Nc1ccc(C(F)(F)F)cc1
26. Cc1ccc(CNc2ccc(Cl)cc2[N+](=O)[O-])cc1
27. CC(=O)NCCc1nc2ccccc2n1CCOc1ccccc1
28. COc1cc(NC(=O)CSc2nc3ccccc3cc2Cc2ccccc2)cc(OC)c1
29. Nn1c(=S)[nH]c2sc3c(c2c1=O)CCCC3
30. COC(=O)[C@H](Cc1ccccc1)N(C)S(=O)(=O)c1cccc(S(=O)(=O)N(C)[C@@H](Cc2ccccc2)C(=O)OC)c1

Screen / compound no.	21	22	23	24	25	26	27	28	29	30
DT40 TDP1 no CPT	23µM*	15µM*	16µM*	-3%	?	-20%	2%	?	-10%	?
GCN5L2 inh	-14%	-14%	-1%	2%	·	-16%	-3%	-7%	·	-27%
DT40 TDP1 CPT	-24%	?	13µM*	-3%	-6%	-22%	-1%	?	-1%	15µM*

Entries above containing two or more sulfur atoms:
10. CCOc1ccc(S(=O)(=O)N2CCC(C(=O)Nc3ccc(C)c(S(=O)(=O)N4CCOCC4)c3)CC2)cc1
17. CCOc1ccc2nc(N3CCCC(C(=O)NCCc4ccc(SC)cc4)C3)sc2c1 (stereo not given)
24. COc1ccc(S(=O)(=O)n2nc(C)c(S(=O)(=O)N3CCC(C)CC3)c2C)cc1OC
29. Nn1c(=S)[nH]c2sc3c(c2c1=O)CCCC3
30. COC(=O)[C@H](Cc1ccccc1)N(C)S(=O)(=O)c1cccc(S(=O)(=O)N(C)[C@@H](Cc2ccccc2)C(=O)OC)c1

Screen / compound no.	10	17	24	29	30
DT40 TDP1 no CPT	?	?	-3%	-10%	?
GCN5L2 inh	·	-6%	2%	·	-27%
DT40 TDP1 CPT	?	-24%	-3%	-1%	15µM*

Going on with the list.
31. Oc1ccccc1/C=N/Nc1cccc2cccnc12
32. CCCCOC(=O)Sc1nc2ccccc2o1
33. CC(=O)Nc1ccc(Nc2nc3c(S(=O)(=O)c4cccc(Cl)c4)nnn3c3ccsc23)cc1
34. COc1ccc(C(=O)NCC2CCCCC2)cc1S(=O)(=O)N1CCCC1
35. O=S1(=O)CC/C(=N/Nc2ccc(C(F)(F)F)cn2)c2cc(F)ccc21
36. Cc1cc(S(=O)(=O)Nc2ccccc2C)ccc1F
37. COc1ccc(CNC(=O)CCS(=O)(=O)c2ccc(Br)cc2)cc1
38. FC(F)(F)c1nnc2c3ccccc3c(Cl)nn12
39. O=C(C[n+]1cccc2ccccc21)c1ccc(F)cc1
40. Cc1cccc(C)c1NC(=O)C1c2ccccc2OCC(=O)N1Cc1ccccc1 (stereo not given)

Screen / compound no.	31	32	33	34	35	36	37	38	39	40
DT40 TDP1 no CPT	?	?	-15%	-9%	?	-19%	27%	6.5µM*	-24%	?
GCN5L2 inh	-23%	-3%	-3%	1%	-3%	-6%	-7%	-2%	·	·
DT40 TDP1 CPT	?	?	?	3%	-16%	1%	-4%	5.2µM*	-9%	-23%

41. COc1ccc(NC(=O)Cn2cnc3sc(C)c(S(=O)(=O)N4CCN(C)CC4)c3c2=O)cc1OC
42. COc1ccc(Cl)cc1-c1cc(C(=O)NCc2cccs2)[nH]n1
43. C=CCn1c(SC(C)C#N)nc2sc(CC)cc2c1=O (stereo not given)
44. CCCOc1ccc(-c2cc(C(F)(F)F)c(C#N)c(SCC(=O)O)n2)cc1
45. C[C@H](c1ccccc1)n1nnc(COCc2ccccc2)c1C#CCOCc1ccccc1
46. O=C1CCNCCN1[C@H](CO)c1ccccc1
47. Cc1ccc(CNC(=O)CCCCn2c(=O)c3ccccc3n(Cc3ccc(Cl)cc3)c2=O)cc1
48. O=c1c2ccccc2oc2ccc(-c3ccc4[nH]ccc4c3)cc12
49. CCN1CCC2(CC1)Oc1c(OC)cccc1C1CC(c3cccnc3)=NN12 (stereo not given)
50. CC(C)C[C@H](NC(=O)c1nc[nH]c1C(=O)NCC(=O)OC(C)(C)C)C(=O)OCc1ccccc1

Screen / compound no.	41	42	43	44	45	46	47	48	49	50
DT40 TDP1 no CPT	-28%&-1%	?	0%	-6%	?	-4%&-21%	?	?	-27%	?
GCN5L2 inh	-5%&-1%	·	-9%	-18%	-2%	-1%	8%	·	1%	25%
DT40 TDP1 CPT	-3%&-16%	12µM*	-6%	-1%	?	-4%&-2%	-5%	?	-24%	?

51. Cc1cccc(C)c1NC(=O)CN1CCN(CC(=O)NCC2(N3CCCCC3)CCCCC2)CC1
52. COC(=O)c1cc2c(=O)n3ccccc3nc2n(Cc2cccnc2)c1=N
53. CC(C)c1ccc(NC(=O)Cn2cc(S(=O)(=O)Cc3cccc(Cl)c3)c3ccccc32)cc1
54. Cc1ccc2c(c1)c(N=Nc1ccc([N+](=O)[O-])cc1)c(O)n2C
55. O=C(NCCCN1CCCCC1)c1[nH]c2ccccc2c1Sc1ccc(Cl)cc1

Screen / compound no.	51	52	53	54	55
DT40 TDP1 no CPT	12%	-5%	?	4%	21µM*
GCN5L2 inh	2%	·	-8%	-13%	0%
DT40 TDP1 CPT	-3%	-7%	?	24%	21µM*
